GLP1R cytotox = cytotoxicity counter-screen for GLP-1 receptor inverse agonists; Potency, µM (series often up to 38.3 µM), inactives show at the top dose activity change, negative = inhibition, actives largely listed as inhibitors; 410,000 compounds, 0.13% hits; HEK293 cAMP-luciferase reporter cells, luminescence, 24 h;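 note: loss of luciferase light is scored as toxicity; potency is the fitted concentration of half-maximal effect; % is set by controls: 0 for no effect and ±100 for the full control effect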
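Cells in DMEM/10% Nu serum/1% pen-strep, 1536-well format. Pre-incubated 12 h, dosed with 23 nL compound, incubated a further 24 h. Luciferase detection, 12 min at room temp, luminescence.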
IL1B secr inh = blocks inflammasome-driven IL-1 beta release. THP-1 LPS/ATP IL-1B secretion, AlphaLISA, 16 h; active compounds read low. activity change, % at 57.5 µM. 360,000 compounds, 4.7% hits. AID 743279; in the data active = activity change below about -50%; inconclusive = mostly about -30% to -49%; note: % is set by controls: 0 for no effect and ±100 for the full control effect
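THP-1 cells pretreated 1 hr with compounds (up to 57.5 uM final), then stimulated with LPS (250 ng/mL final) plus ATP (1.25 mM final); secreted IL-1B measured by AlphaLISA after 16 hr, decreased signal indicating inhibition.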
HT1080 IDH1KD tx = kills HT-1080 cells with IDH1 knockdown; HT-1080 IDH1 knockdown viability, ATP luminescence, 48 h; Potency, µM (series often up to 46.1 µM), for inactives: at the highest dose activity, negative = toxicity, usual class: cytotoxic; 360,000 compounds, 2% hits; AID 686971;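 note: potency is the fitted concentration of half-maximal effect; 0% = DMSO wells and -100% = cell-free medium wells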
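Luminescent ATP read-out (CellTiter-Glo, 10 min at room temperature) after 48 h compound exposure at 37 °C gave viability of IDH1-knockdown HT-1080 cells. Activity was normalised to DMSO and cell-free wells, then fitted as concentration-response curves.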
MCF10A rerep = inducers of DNA re-replication in MCF 10A breast cells; MCF 10A DNA re-replication, Hoechst nuclear intensity, 48 h; Potency, µM (series often up to 46.1 µM), without a hit: at the highest dose activity, positive = re-replication, actives largely listed as activators; 350,000 compounds, 2.9% hits; note: potency is the fitted concentration of half-maximal effect; % of control where 0% means no effect; nearly all actives have a fitted effect of over 50% in size
KB-V1 cytotox = KB-V1 MDR subline cytotoxicity | Potency, µM (highest dose often 46.1 µM), without a hit: top-dose activity change, negative = cytotoxicity, actives largely listed as cytotoxic | 400,000 compounds, 3.4% hits | KB-V1 MDR cells viability, CellTiter-Glo, 72 h | AID 1347076; note: potency is the fitted concentration of half-maximal effect; % is set by controls: 0 for no effect and ±100 for the full control effect; nearly all actives have a fitted effect of over 60% in size
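Potencies derive from concentration-effect curves fitted to normalized luminescence (CellTiter-Glo) of KB-V1 cells treated for 72 h at 37 degrees C in phenol-red-free DMEM containing 10% FBS.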
SW480 rereplic = induces DNA re-replication in SW480 colon adenocarcinoma cells; SW480 DNA re-replication, Hoechst DNA content imaging, 48 h; Potency, µM (doses to about 46.1 µM), for the others: top-dose re-replication activation, actives largely listed as activators; 340,000 compounds, 1.8% hits; AID 624297; note: potency is the fitted concentration of half-maximal effect; % of control where 0% means no effect; nearly all actives have a fitted effect of over 55% in size
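Image-based read-out: total Hoechst fluorescence of nuclei (405 nm excitation, 500-530 nm emission), with hits raising the fraction of high-intensity nuclei. SW480 colon cells incubated 48 hr with compounds at 37 C.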
HT1080NT lethal = kills 2HG-producing HT-1080-NT fibrosarcoma cells; HT-1080-NT fibrosarcoma viability, CellTiter-Glo ATP luminescence, 48 h; Potency, µM (highest dose often 46.1 µM), inactives show top-dose activity, negative = less viability, actives largely listed as cytotoxic; 360,000 compounds, 1.6% hits;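 note: NT is the 2HG producing partner of a matched IDH1 knockdown line; potency is the fitted concentration of half-maximal effect; 0% = DMSO-treated cells and -100% = media-only wells without cells; nearly all actives have a fitted effect of over 55% in size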
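A 48-hour cytotoxicity screen used HT-1080-NT cells plated 2 hours before compound delivery. ATP-based CellTiter-Glo luminescence measured viability, normalized to DMSO and no-cell controls.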
DRD3 agonist = activates the human D3 dopamine receptor; max activation, %; D3R DiscoveRx beta-arrestin cells, luminescence, 90 min; P35462; AID 652048; 410,000 compounds, 0.58% hits; in the data active = max activation above about 30%; note: 0% is about no effect; mostly tested at two doses, the higher about 12 µM
Target sequence (P35462 whole entry, looked up): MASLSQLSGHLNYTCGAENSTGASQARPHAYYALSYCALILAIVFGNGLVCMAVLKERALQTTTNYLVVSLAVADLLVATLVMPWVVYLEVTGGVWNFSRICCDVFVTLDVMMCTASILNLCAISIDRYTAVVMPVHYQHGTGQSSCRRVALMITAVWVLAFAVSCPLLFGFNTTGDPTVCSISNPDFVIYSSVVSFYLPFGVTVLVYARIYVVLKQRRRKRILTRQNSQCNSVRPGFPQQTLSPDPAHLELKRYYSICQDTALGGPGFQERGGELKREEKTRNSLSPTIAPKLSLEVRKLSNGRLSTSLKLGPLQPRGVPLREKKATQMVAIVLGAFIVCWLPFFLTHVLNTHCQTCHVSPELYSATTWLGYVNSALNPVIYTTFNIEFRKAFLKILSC
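Cells at 1500/well, incubated overnight, then treated with pinned compounds (dopamine as control) for 90 min at 37 degrees C. DiscoveRx reagent added for 30 - 60 minutes at room temperature; luminescence read.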
KB-3-1 tox = KB-3-1 parental cell cytotoxicity; Potency, µM (top dose mostly 46.1 µM), without a hit: at the top dose activity change, negative = cytotoxic, usual class: cytotoxic; AID 1347075; 400,000 compounds, 1.4% hits; KB-3-1 viability, CellTiter-Glo ATP luminescence, 72 h; note: potency is the fitted concentration of half-maximal effect; % is set by controls: 0 for no effect and ±100 for the full control effect; nearly all actives have a fitted effect of over 60% in size
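Multi-concentration cytotoxicity screen in KB-3-1 cells grown in DMEM lacking phenol red with 10% FBS. After 72 h at 37 °C with compound, ATP-dependent luminescence was recorded.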
An asterisk follows results filed as active; ? = inconclusive; / = not tested or not shown; [ ] = dose if it differs, or a comment. Unless noted, calls come from the whole dose curve; as a rule, active = well fitted curve in the direction sought with a large enough effect; inconclusive = small, poorly fitted or top-dose-only effect, or another doubt; inactive = no such curve, though single readings can be large; an effect the other way counts as inactive or inconclusive.

SMILES | GLP1R cytotox | IL1B secr inh | HT1080 IDH1KD tx | MCF10A rerep | KB-V1 cytotox | SW480 rereplic | HT1080NT lethal | DRD3 agonist | KB-3-1 tox
COc1ccc(C2=NS(=O)(=O)N(C)C(C(=O)NCc3cccs3)=C2)cc1OC | -12% | -1 | 12% | 1% | 3% | -1% | 0% | 1 | -6%
COc1ccc(OCC(=O)Nc2cccc(C(=O)Nc3ccccc3C(=O)O)c2)cc1 | ? | 0 | 9% | 9% | 1% | -3% | 2% | 6 | -1%
COc1ccc(NC(=O)c2cnc(NS(=O)(=O)c3ccccc3)nc2)cc1 | 0% | 3 | 12% | -16% | 2% | 18% | 6% | 1 | 5%
COc1ccc(NC(=O)c2cnc(SC)nc2C)c(OC)c1 | 3% | ? | 1% | 0% | -18% | 2% | 17% | 17 | -15%
Cc1cccn2c(=O)c3cc(C#N)c(=NC(=O)c4ccncc4)n(CCCOC(C)C)c3nc12 | / | -19 | -3% | 4.6µM* | -29% | ? | -12% | 1 | 0%
COc1ccc(C(=O)NNC(=O)C(=O)NC(C)c2ccccc2)cc1OC (stereo not drawn) | 1% | 19 | -4% | ? | ? | -31%[inhibitor] | -9% | 16 | 0%
S=c1nc2ccccc2c2nc(-c3cccnc3)[nH]n12 | -23% | -18 | 15% | -1% | -33% | 4% | 6% | 5 | 1%
COc1ccccc1S(=O)(=O)N(C)C[C@@H]1Oc2cc(C#CCC(C)C)ccc2S(=O)(=O)N([C@H](C)CO)C[C@@H]1C | -19% | ? | -26% | / | -5% | / | -15% | 0 | ?
Cc1ccc(S(=O)(=O)c2nnn3c2nc(NCc2ccc(F)cc2)c2sccc23)cc1C | 23% | / | / | / | -13% | / | / | 10 | 19%
CCOC(=O)/C(C#N)=C\C1=C(N2CCCC2)CC(C)(CC)OC1 (stereo not drawn) | ? | -16 | -2% | -6% | -5% | 3% | -1% | 6 | 17%
Cc1ccc(CN2CCN(/N=C/c3cc(Br)cc(Br)c3O)CC2)c(C)c1 | -1% | -19 | 14% | ? | 14% | -3% | 7% | -14 | -3%
CCN(c1ccccc1)S(=O)(=O)c1ccc(N2CCN(c3ccc(O)cc3)CC2)nc1 | -26% | ? | -24% | 18µM* | -3% | ? | -7% | 3 | ?
CN(Cc1ccccc1)S(=O)(=O)c1ccc(F)c(C(=O)Nc2ccccc2C(F)(F)F)c1 | 6% | / | / | / | 0% | / | / | 1 | 3%
CCC1(C)CC2(CCCN(CCC(=O)c3ccccc3)C2)CCO1 (stereo not drawn) | 4% | 1 | 5% | 21µM* | 2% | 11% | 3% | 2 | 5%
COc1cccc(NC(=S)NCCc2ccccn2)c1 | -1% | -2 | 7% | 1% | 13% | ? | 12% | -1 | 2%
CC(=O)NCCn1c(SCC(=O)NCCC(C)C)nc2ccccc2c1=O | -1% | 18 | -6% | 2% | -10% | 2% | -4% | 3 | 20%
Cc1ccc2c(=O)n3c(nc2c1)C(Cc1ccc(O)cc1)NC(=O)c1cccnc1-3 (stereo not drawn) | 1% | 11 | -2% | / | ? | / | -1% | -1 | 4%
COc1ccc(CN2C(=O)C(CC(=O)NCc3cccc4ccccc34)CC(C(=O)N(C(C)C)C(C)C)=C2C)cc1 (stereo not drawn) | -16% | -70* | ? | / | 0% | / | ? | 0 | ?
COc1ccc(CCC(=O)OCC(=O)Nc2c(C)nn(-c3ccccc3)c2C)cc1 | 3% | 9 | 13% | -7% | 5% | -4% | 8% | -3 | 0%
Cc1cccc(NC(=O)CCc2c(C)nn(-c3ccc(N4CCCCC4)nn3)c2C)c1 | -6% | -14 | -7% | -3% | -1% | -33% | 12% | 1 | 1%
COc1ccsc1C(=O)Nc1ccc(F)cc1F | 6%[7.66 µM] | -7 | -11% | 13% | 0% | 0% | -12% | 2 | -9%
CCOc1ccccc1CNC(=O)C1CCN(S(=O)(=O)c2ccc3[nH]c(=O)ccc3c2)CC1 | -1% | / | / | / | ? | / | / | 3 | 25%
COc1ccc(-n2nc3ccc(NC(=O)c4ccc(C#N)cc4F)cc3n2)cc1Cl | 6% | / | / | / | ? | / | / | 7 | 7%
CC(=O)N(C)C1(c2nnnn2CCOC(=O)Nc2cccc3ccccc23)CCCC1 | 2% | 3 | 8% | 2% | -6% | -10% | 8% | 8 | 10%
CCC(C)NC(=O)c1ccc2c(c1)N(Cc1cccc(Cl)c1)C(=O)c1ccccc1S2=O (stereo not drawn) | -2% | / | / | / | 11% | / | / | -5 | 5%
CCOC(=O)c1sc2ncn(CC(=O)Nc3cc(Cl)ccc3C)c(=O)c2c1C | 2% | / | / | / | -2% | / | / | 0 | 20%
COc1ccccc1NC(=O)Cn1c2ccccc2c2nc3n(c(=O)c21)CCS3 | 0%[0.307 µM] | 10 | 0% | -1% | 0% | ? | -6% | -16 | 3%
COC(=O)c1sccc1NC(=S)N1CCN(C)CC1 | 2% | 7 | 2% | 3% | 0% | 2% | -1% | 0 | 2%
O=C1COc2ccc(-c3n[nH]c(=O)c4ccccc34)cc2N1 | -1% | 35 | -5% | ? | -20% | -104%[inhibitor] | -8% | 1 | -20%
O=C(COc1ccc(S(=O)(=O)N2CCOCC2)cc1Cl)NCc1ccccn1 | 1% | 1 | -4% | ? | 3% | 7% | -3% | 2 | 7%

Only KB-3-1 tox, DRD3 agonist and MCF10A rerep, for 3 of the compounds above:
SMILES	KB-3-1 tox	DRD3 agonist	MCF10A rerep
COc1ccsc1C(=O)Nc1ccc(F)cc1F	-9%	2	13%
CCOc1ccccc1CNC(=O)C1CCN(S(=O)(=O)c2ccc3[nH]c(=O)ccc3c2)CC1	25%	3	/
COc1ccc(-n2nc3ccc(NC(=O)c4ccc(C#N)cc4F)cc3n2)cc1Cl	7%	7	/

Shown with values under each structure: entries from further up.
Values run as follows: GLP1R cytotox	IL1B secr inh	HT1080 IDH1KD tx	MCF10A rerep	KB-V1 cytotox	SW480 rereplic	HT1080NT lethal	DRD3 agonist	KB-3-1 tox
> COc1ccc(CCC(=O)OCC(=O)Nc2c(C)nn(-c3ccccc3)c2C)cc1
  3%	9	13%	-7%	5%	-4%	8%	-3	0%
> CCOC(=O)c1sc2ncn(CC(=O)Nc3cc(Cl)ccc3C)c(=O)c2c1C
  2%	/	/	/	-2%	/	/	0	20%

Further compounds follow:
smiles | GLP1R cytotox | IL1B secr inh | HT1080 IDH1KD tx | MCF10A rerep | KB-V1 cytotox | SW480 rereplic | HT1080NT lethal | DRD3 agonist | KB-3-1 tox
Cc1ccccc1CC1(CO)CCCN(C(=O)c2ccc3ncccc3c2)C1 (stereo not drawn) | 14% | 27 | 2% | ? | ? | ? | 1% | -7 | 0%
CCc1nc(SCC(=O)Nc2cc(C)on2)c2c(C)c(C)sc2n1 | -12% | 0 | 3% | 16% | 3% | -2% | -9% | 6 | 12%
S=c1nc[nH]c2c1cnn2-c1ccccc1 | -1% | -3 | 0% | 0% | 8.2µM* | -7% | 17% | 3 | ?
Nc1ccn([C@@H]2O[C@H](C(=O)N[C@H](CO)Cc3ccccc3)[C@@H](O)[C@H]2O)c(=O)n1 | 1% | -15 | 6% | / | 0% | / | 25% | -3 | 0%
O=C(O)c1ccc2c(=O)n3c(nc2c1)/C(=C/c1cccc(Cl)c1Cl)CCCC3 | 15% | 24 | 6% | 0% | -3% | -3% | 5% | -2 | 2%
CCN(CC)c1ccc(/C=N/NC(=O)c2ccc(Br)o2)cc1 | 17% | ? | ? | ? | ? | ? | -30% | -18 | ?
COCCCNC(=O)C1CCC(Cn2c(=O)c3sccc3n(C)c2=O)CC1 (stereo not drawn) | -2% | / | / | / | 0% | / | / | 6 | -3%
O=C(COC(=O)c1cccc(Cl)c1)NCCN1C(=O)CSC1=O | ? | 14 | 13% | 0% | 2% | 2% | 5% | -2 | -2%
Cc1ccccc1CN(C)C[C@@H]1OCc2cnnn2CCCC(=O)N([C@@H](C)CO)C[C@H]1C | -4% | 8 | 13% | / | ? | / | 5% | 5 | 7%
Cc1ccc(C)c(CN2C(=O)C3(OCCCO3)c3ccccc32)c1 | -2% | 2 | -18% | 3% | -16% | -3% | 3%[9.24 µM] | -13 | -16%
O=C1NN(c2ccccc2)C(=O)/C1=C\c1ccc(-c2cc([N+](=O)[O-])ccc2O)o1 | -15% | 37 | -1% | -18% | 5% | 3% | -1% | 0 | -2%
Cc1ccnc(SCC(=O)N2CCc3ccccc32)n1 | 0% | -5 | 5% | 1% | -17% | -12% | 16% | 2 | -2%
COc1ccc(CCNC(=O)CN2CCC(C)CC2)cc1OC | 9% | -1 | -3% | -1% | -8% | 2% | 1% | -4 | -4%
COc1ccc(CCNC(=O)C2CCN(C(=O)c3cccc(Cl)c3)CC2)cc1OC | 3% | 41 | 18% | 5% | 6% | -2% | 19% | -2 | 0%
CCOC(=O)N1CCN(C(=O)c2cc(COc3ccc(Cl)cc3OC)on2)CC1 | -5% | -4 | 3% | 0% | ? | 2% | 4% | 0 | 7%
CCCC(=O)Nc1ccc(C(=O)NCC2CCCO2)cc1 (stereo not drawn) | -5% | -7 | 0% | 0% | 9% | -22% | -8% | -6 | 4%
O=C(NCCc1c[nH]c2ccccc12)C(=O)NCC1OCCCN1S(=O)(=O)c1ccccc1 (stereo not drawn) | ? | 0 | -13% | -4% | ? | ? | -1% | 2 | -5%
NS(=O)(=O)c1ccc(CNS(=O)(=O)c2ccc(Cl)nc2)cc1 | 0% | 15 | 30% | -1% | 6% | -10% | 14% | -5 | 17%
